Vif inh: inhibitors of HIV Vif | HEK293T cells, Vif self-association by quenched fluorescence, imaging, 24 h | inhibition, % at 7.49 µM | hit rate 0.35% among 340,000; in the data active = inhibition above about 50%, passing the limit was not always enough; also: some results filed as inactive read as strong as hits
ABCB6 inh 2: inhibitors of human ABC transporter ABCB6; Q9NP58; K562-ABCB6 porphyrin accumulation, flow cytometry, 1 h; active compounds read low; fluorescence ratio to DMSO, % at 10 µM; hit rate 0.19% among 360,000;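 active = fluorescence ratio to DMSO below 75%, the collection mean minus 3 SD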;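 also: signal is porphyrin accumulated inside mitochondria; 100% equals median channel fluorescence of DMSO control wells; lower ratio means ABCB6 inhibition with less porphyrin fluorescence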
Granule exo inh: lytic granule exocytosis inhibition; TALL-104 LAMP-1 surface exposure, flow cytometry; cells stimulated with thapsigargin and PMA; inhibition, % at 10 µM; hit rate 0.66% among 360,000;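 active = inhibition above about 55%, limit read from the data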
aDG glyco up: increases alpha dystroglycan glycosylation. activation, % at 10 µM. hit rate 0.22% among 360,000. Pro5-aDG cells, alpha-DG glycosylation AlphaScreen (IIH6); 0% Pro5, 100% B10-LARGE cell signal;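 active = activation of at least 8% versus controls, or a plate z-score of at least 8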;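 also: Pro5 are CHO cells carrying HIG-tagged alpha-DG that lacks glycosylation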
N-glyco inh: blocks N-linked glycosylation in D54 reporter cells; D54 ERlucT glycosylation luciferase reporter, 24 h; percent of 100 nM tunicamycin response; reporter increase, % at 12.5 µM; hit rate 0.23% among 360,000; AID 588692;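 active = mean luciferase reporter signal, scaled so untreated is 0 and the glycosylation-blocking control 100, at or above a set limit in every replicate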;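 also: luciferase carries N-glycosylation sites so blocking glycosylation raises the light; 0% = median of neutral control wells and 100% = median of 100 nM tunicamycin wells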
Cardio protect: protects H9c2 cardiomyocytes from peroxide injury. H2O2 injury protection, ATPLite, 2 h. hit rate 0.63% among 360,000. protection from H2O2 cell death, % at 20 µM;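 active = compounds giving at least 50% protection of heart cells from peroxide-induced death in the single-dose screen, raw or plate-pattern-corrected value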;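 also: 0% = DMSO wells with peroxide and 100% = DMSO wells without peroxide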
CaV13 ICDI inh: Disruptors of the CACNA1D IQ motif to Ca2+-dependent inactivation inhibitor domain association, primary screening, Förster resonance energy transfer in intact living … | HEK cells, CFP/YFP FRET ICDI-IQ, plate reader, 10 min; percent FRET-ratio fall versus neutral wells | inhibition, % at 12.3 µM | hit rate 0.098% among 340,000 | AID 743397;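 active = mean replicate inhibition of at least 30% and at least 1% of replicates passing that level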;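 also: 0% = median of the neutral control wells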
HTR2A ag: mouse HTR2A agonism via beta-arrestin recruitment. activation, % at 7.6 µM. CHO-K1 mHTR2A beta-arrestin complementation, luminescence; percent of 30 µM serotonin response. hit rate 0.66% among 360,000. P35363. AID 624169;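 active = activation above a run cutoff, the mean activation of all tested compounds plus 3 SD, cut at about 14% in these data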;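 also: 0% = plate median of compound wells and 100% = 30 µM serotonin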
Target sequence (P35363 whole entry, looked up): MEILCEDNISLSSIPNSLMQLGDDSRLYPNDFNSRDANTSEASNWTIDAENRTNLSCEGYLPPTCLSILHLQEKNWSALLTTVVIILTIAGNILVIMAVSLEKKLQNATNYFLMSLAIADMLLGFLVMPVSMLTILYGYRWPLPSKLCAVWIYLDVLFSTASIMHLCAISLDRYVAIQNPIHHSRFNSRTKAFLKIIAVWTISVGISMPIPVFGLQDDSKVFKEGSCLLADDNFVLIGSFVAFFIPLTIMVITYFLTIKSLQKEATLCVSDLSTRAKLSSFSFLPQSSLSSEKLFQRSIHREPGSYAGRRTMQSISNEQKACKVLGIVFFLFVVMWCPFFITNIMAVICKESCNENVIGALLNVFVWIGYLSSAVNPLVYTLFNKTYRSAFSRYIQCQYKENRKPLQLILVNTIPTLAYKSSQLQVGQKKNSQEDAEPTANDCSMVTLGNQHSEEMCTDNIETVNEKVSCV
iPSC survival up: hiPSC single-cell survival enhancement | ATPlite luminescence; 100% = ROCK inhibitor wells, 0% = DMSO | hit rate 0.044% among 360,000 | AID 602274 | survival enhancement, % at 20 µM; in the data active = survival enhancement above about 18%;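 also: cells exposed to compounds for 16 hours before the ATP read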
PDI inh: inhibitors of human protein disulfide isomerase. P07237. PDI insulin aggregation turbidity, A650, 90 min. inhibition, % at 10 µM. hit rate 0.052% among 350,000. AID 588391;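 active = mean inhibition across replicates of 30% or more, whatever share of single replicates reach that level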;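 also: absorbance from insulin aggregation driven by PDI reduction with DTT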
Target sequence (P07237 whole entry, looked up): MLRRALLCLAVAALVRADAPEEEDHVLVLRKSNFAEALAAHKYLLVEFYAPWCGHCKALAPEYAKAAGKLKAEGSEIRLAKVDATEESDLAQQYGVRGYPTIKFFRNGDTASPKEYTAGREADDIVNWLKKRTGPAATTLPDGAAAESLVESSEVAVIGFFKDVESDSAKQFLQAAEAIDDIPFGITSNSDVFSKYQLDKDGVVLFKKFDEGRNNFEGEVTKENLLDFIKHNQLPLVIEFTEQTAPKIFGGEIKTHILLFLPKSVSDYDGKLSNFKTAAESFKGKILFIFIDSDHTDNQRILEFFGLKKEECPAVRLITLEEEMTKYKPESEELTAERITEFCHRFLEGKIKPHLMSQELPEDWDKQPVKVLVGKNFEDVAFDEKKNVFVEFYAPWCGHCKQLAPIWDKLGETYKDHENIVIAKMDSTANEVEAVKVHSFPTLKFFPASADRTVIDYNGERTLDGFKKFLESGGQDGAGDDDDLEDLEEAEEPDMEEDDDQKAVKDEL
An asterisk follows results filed as active; . = not tested or not shown.

SMILES,PDI inh,N-glyco inh,Granule exo inh,ABCB6 inh 2,aDG glyco up,HTR2A ag,Cardio protect,iPSC survival up,Vif inh,CaV13 ICDI inh
CCOC(=O)c1cc(NC(=O)Nc2ccccc2Cl)c(C)nc1C,5,0,-2,104,0.5,0,6,-0.7,-7,-4
CC(C)CCn1c(=O)c2c(nc3n2CCCN3Cc2ccccc2)n(C)c1=O,-4,1,-9,96,-0.2,-5,-2,0.7,7,-2
O=C(NCC(c1ccco1)N1CCCC1)c1ccccc1Sc1ccc(C(F)(F)F)cc1[N+](=O)[O-] (configuration not stated),-1,-4,3,90,0.9,7,0,0.2,-2,-4
COc1ccc(CCNS(=O)(=O)c2ccc(Br)s2)cc1,-5,0,0,96,-0.2,7,-8,-0.3,-2,-6
CCOC(=O)CNc1nc(Oc2ccc(=O)n(C)n2)nc(N(CC)CC)n1,-5,4,4,99,-0.3,2,3,1.0,-1,8
COc1ccc(C/C(N)=N/n2cnnc2)cc1Cl,12,0,1,97,0.6,3,7,-4.0,-11,0
O=C(C1CCCO1)N1CCC(O)(c2ccccc2)CC1 (configuration not stated),-11,-1,6,99,0.0,3,0,0.5,23,-4
CC(C)(C)c1cc(NS(=O)(=O)c2ccc3c(c2)OCCO3)on1,7,1,3,87,0.7,1,0,0.7,4,-3
Cc1[nH]c2ccccc2c1C(=O)C(=O)N(C)C1CCCCC1,6,1,0,98,0.0,-2,-3,-0.1,-2,-3
Cc1nnc(SCC(=O)Nc2ncc3c(n2)CC(c2ccccc2)CC3=O)s1 (configuration not stated),14,0,-1,102,-0.3,-1,9,0.4,1,-5
CCOC(=O)C1CCN(C(=S)Nc2cc(C)ccc2C)CC1,-5,2,-2,90,0.2,-2,10,-1.0,2,-5
CCc1sc(-c2ccccc2)nc1C(=O)OC,7,1,6,101,-0.1,4,-1,-0.6,3,-5
Cc1ccc(NC(=O)COC(=O)COc2cccc3c2OC(C)(C)C3)cc1S(=O)(=O)N1CCOCC1,5,4,-3,96,-0.3,0,-3,-0.3,23,-4
Cc1ccc(NC(=O)Cn2nnc(-c3ccccc3-n3cnnn3)n2)c(C)c1,4,-1,-1,106,-0.5,1,5,-0.3,19,-6
C[C@H](CO)N1C[C@H](C)[C@H](CN(C)C(=O)Nc2cccc(C(F)(F)F)c2)OCc2cnnn2CCCC1=O,-6,1,9,95,0.0,4,-5,1.3,-1,-5
COc1ccccc1NS(=O)(=O)c1cccc(NC(=O)C2CC(=O)N(Cc3ccccc3)C2)c1 (configuration not stated),2,0,-3,98,1.2,0,4,0.8,6,-8
Oc1ccccc1CNc1nccs1,-5,1,13,101,0.1,1,-4,0.9,6,-4
Cn1c(=O)c2[nH]c(N=Nc3ccc(N)cc3N)nc2n(C)c1=O,3,3,-2,100,-0.2,4,1,-0.3,-21,-12
Cc1cc(C)n(/N=C/c2ccc(O)cc2)c(=O)c1C#N,1,0,2,100,-0.7,20*,-6,0.4,-1,4
CCn1c(SCC(=O)NC2CCCCC2)nc2c(c1=O)SCC2,-4,0,-4,95,0.1,-3,1,2.0,3,-2
COc1cccc(N2CC(NC(=O)C(=O)c3c[nH]c4ccccc34)CC2=O)c1 (configuration not stated),-3,2,1,102,4.6,-4,-7,0.2,-1,-6
COc1ccc2c(=O)cc(C(=O)O)oc2c1,2,0,0,99,-0.5,-2,2,4.1,1,-4
O=C1N=C(N2CCC(Cc3ccccc3)CC2)S/C1=C/c1cn[nH]c1-c1ccccc1,-3,2,0,75,0.3,2,15,7.3,-9,-5
COc1ccc(Cn2c(=S)[nH]c3cc(C(=O)N4CCN(c5ccccc5)CC4)ccc3c2=O)cc1,1,1,-1,98,0.1,-6,0,-0.4,3,-4
O=C1CC(NS(=O)(=O)c2cccs2)CN1c1ccccc1 (configuration not stated),4,1,-8,97,-0.1,1,6,0.0,-13,-13
COC(=O)c1c(-c2ccc(C)cc2)csc1NC(=O)Cc1ccc(OC)c(OC)c1,-3,-6,0,96,1.1,-4,-21,0.3,11,1
CCC(=O)c1cc2c(C)cc(=O)oc2c(C)c1OC(=O)C(C)C,-25,1,-3,91,0.2,-3,11,0.9,-3,-4
CCOc1ccc(Cn2nnc(C(=O)NCCc3ccccc3)c2N)cc1,.,0,3,99,0.1,-2,-12,-2.8,-16,-10
Cc1ccc(C)c(N2CCN(C(=O)CCCn3c(=S)[nH]c4cc5c(cc4c3=O)OCO5)CC2)c1,4,2,0,100,0.4,2,-1,-1.9,-10,-3
CC(Oc1ccccc1F)C(=O)NNC(=O)Cc1ccc(S(=O)(=O)N2CCOCC2)s1 (configuration not stated),-12,1,2,97,-0.3,3,3,0.1,2,-6
O=C(N/N=C\c1ccc(CNS(=O)(=O)c2ccc(Cl)cc2)o1)C(=O)Nc1ccc(Oc2ccccc2)cc1,-3,52*,-3,101,-0.5,0,24,-2.5,17,-8
Cc1ccc2[nH]c(=O)c(CN(Cc3ccc4c(c3)OCO4)Cc3nnnn3C3CCCC3)cc2c1,-7,4,2,96,0.0,4,15,-1.1,0,.
Cc1onc(NC(=O)NC(=O)c2c(F)cccc2Cl)c1Br,-5,2,2,99,-0.3,-1,0,0.0,7,.
O=C(Nc1cccc(Cl)c1)ON1CCCCC1,3,0,-4,94,0.0,-3,3,2.4,-6,-5
CN(C(=O)c1ccc(NC(=O)C2CC=CCC2C(=O)O)cc1)c1ccccc1 (configuration not stated),-1,1,0,100,-0.2,-8,3,1.1,11,-6
Cc1ccc(NC(=O)CCN2C(=O)OC(C)(C)C2(C)O)cc1 (configuration not stated),1,2,1,91,0.2,2,6,0.0,2,-6
ON=C1CCN(c2ncc(C(F)(F)F)cc2Cl)CC1,-5,2,-2,101,-0.1,3,-1,-0.8,-11,-3
CC(=O)Nc1ccc(SCC(=O)c2cc(C)n(Cc3cccs3)c2C)cc1,3,-18,2,102,0.0,-6,-15,-0.5,.,-3
CC(=O)Nc1ccc(S(=O)(=O)N2CCN(CCc3ccccc3)CC2)cc1,6,-2,6,97,0.0,-4,-9,0.8,2,-10
COc1ccc(CCC(=O)OCC(=O)N(C)c2c(N)n(Cc3ccccc3)c(=O)[nH]c2=O)cc1,8,-1,6,100,-0.1,-2,-3,-0.3,4,-6
CC(=O)Nc1sc(C)c(C)c1C(=O)OCCOc1ccccc1,0,-3,52,97,0.0,-5,-4,-0.5,7,-4
COC(=O)C1CN(S(=O)(=O)c2ccc(C)cc2)CCN1S(=O)(=O)c1ccc(C)cc1 (configuration not stated),-11,-2,0,97,-0.1,4,0,-3.9,-6,.
N#C/C(=C\c1ccc(-c2nc3ccccc3s2)o1)C(N)=O,-6,4,-6,97,-0.1,-2,10,-0.9,-2,-27
CC1CCc2nn(CC(=O)NC3CCCC3)cc2C1 (configuration not stated),.,-1,2,103,-0.1,-2,12,0.9,-4,-2
C=CCNc1nc(NCCNC(C)=O)c2sc(-c3ccccc3)cc2n1,1,-2,-6,93,0.0,-12,10,-0.7,-9,-4
CC/C(=N\Nc1ccc([N+](=O)[O-])cc1)c1ccccc1,-3,-5,1,101,0.8,-4,-22,0.6,-5,.
CC1(C)CC(=O)C(CCC(=O)c2ccccc2)C(C)(C)N1 (configuration not stated),-3,1,3,95,0.0,4,1,3.3,4,-5
COc1cc(C2C(C#N)=C(N)Oc3cc(C)oc(=O)c32)cc2c1OCO2 (configuration not stated),-1,2,3,101,-0.1,-1,11,-2.3,19,-4
Cc1nn(Cc2ccccc2)c(C)c1C(=O)NCCCN1CCCC1=O,-3,2,8,100,0.1,5,2,-0.4,16,-3
O=C(Cc1ccc(O)cc1)N/N=C/c1cccnc1,-17,2,5,99,0.2,-3,2,1.9,-1,.
COc1cc(/C=C2\C(=O)ON=C2c2ccccc2)cc(Br)c1O,6,4,-35,113,0.1,1,-12,0.1,-1,-5
S=c1[nH]nc(C2CCCCC2)n1/N=C/c1cccc(Br)c1,0,1,-6,102,-0.1,0,-4,-0.5,-4,-4
COC(=O)CSc1nc(NC(C)C)nc(N2CCOCC2)n1,1,1,2,98,-0.2,-1,13,-2.4,3,-6
O=C(CCc1ccccc1)NNC(=S)NC(=O)c1ccccc1,5,0,-2,96,0.2,2,21,0.6,1,.
CC(=O)c1ccc(NC(=S)NCc2ccc(Cl)cc2Cl)cc1,-3,-5,-2,101,0.7,-3,-22,0.0,-5,-3
CN1CC(=O)Nc2ccc(F)cc2C1=O,-2,2,5,93,0.2,-1,-2,-2.2,4,-4
CC(Oc1ccc(F)cc1)C(=O)Nc1ccc2ccccc2c1 (configuration not stated),2,-8,0,89,0.1,3,1,-2.5,-18,-3
N#Cc1ccccc1NC(=O)CN1CCN(Cc2ccccc2)CC1,-3,-1,-8,100,0.2,-5,6,-0.1,.,-5
COC(=O)c1cccc(NS(=O)(=O)c2ccc(OC)cc2)c1C,3,20,8,92,0.4,-1,-19,-1.6,0,0
CC(C)(C)C(=O)OCC1OC(n2cnc(C(N)=O)n2)C(O)C1O (configuration not stated),-4,1,3,93,0.2,1,1,-0.8,-4,-8

Following part
SMILES,PDI inh,N-glyco inh,Granule exo inh,ABCB6 inh 2,aDG glyco up,HTR2A ag,Cardio protect,iPSC survival up,Vif inh,CaV13 ICDI inh
COc1ccc(OC)c(S(=O)(=O)NC(C)CCc2ccccc2)c1 (configuration not stated),-1,-2,8,101,-0.1,-7,-8,0.6,-3,-5
Cc1ccc(C)c(Nc2c([N+](=O)[O-])c(=O)oc3ccccc23)c1,-3,1,0,98,-0.1,-10,-5,-0.8,1,-18
CSc1ccc(CCNC(=O)CCc2nnc3ccc(N4CCCCC4)nn23)cc1,1,-1,4,96,0.3,20*,-1,-0.8,2,-7
S=C(NCCN1CCOCC1)N/N=C/c1cccs1,2,1,4,96,-0.2,7,0,-0.2,-13,-5
O=C(CSc1n[nH]c(=O)[nH]c1=O)c1ccc(Cl)cc1Cl,-1,2,3,97,-0.1,-2,-5,2.0,0,-5
NC(=O)CC(NC(=O)Cc1cccc2ccccc12)c1ccc(N2CCC(N3CCCC3)CC2)c([N+](=O)[O-])c1 (configuration not stated),-2,1,-7,99,-0.3,-1,18,-3.1,16,-6
COc1ccccc1CNc1cc(C)ccc1C,-7,2,3,102,0.0,-5,-3,-0.4,25,-10
CCC(C)(C)NC(=O)Cc1ccc(F)cc1,-17,-1,0,102,0.0,2,0,0.5,6,-5
O=C(N/N=C/c1ccncc1)c1cc2ccccc2o1,6,0,3,98,0.6,-7,12,0.7,2,-16
